Bioassay records from PubChem.
CHRM4 antagonist = CHRM4 antagonism in calcium assay. inhibition, % at 3 µM. actives 0.73% (n = 360,000). P08173. CHO-hM4 cells, ACh EC80, Fluo-8 calcium fluorescence;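 active = inhibition above its plate's cutoff, the mean inhibition of sample wells plus 3 SD, cut at about 27% in these data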;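 note: 0% = acetylcholine EC80 with DMSO and 100% = DMSO without agonist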
Target sequence (P08173 whole entry, looked up): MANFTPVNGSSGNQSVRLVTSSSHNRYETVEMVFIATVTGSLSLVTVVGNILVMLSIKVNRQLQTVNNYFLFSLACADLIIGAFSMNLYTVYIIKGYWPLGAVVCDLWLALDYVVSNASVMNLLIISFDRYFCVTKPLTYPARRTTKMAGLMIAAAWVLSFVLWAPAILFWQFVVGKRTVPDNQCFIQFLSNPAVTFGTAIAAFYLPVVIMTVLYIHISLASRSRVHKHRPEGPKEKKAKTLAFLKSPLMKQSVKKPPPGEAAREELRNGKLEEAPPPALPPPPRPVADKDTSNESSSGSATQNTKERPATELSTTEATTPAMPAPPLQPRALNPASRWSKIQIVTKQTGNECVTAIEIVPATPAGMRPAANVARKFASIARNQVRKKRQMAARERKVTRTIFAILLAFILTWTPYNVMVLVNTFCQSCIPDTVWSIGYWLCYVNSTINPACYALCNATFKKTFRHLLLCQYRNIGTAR
CHRM5 agonist = agonists of human muscarinic M5 receptor (CHRM5). CHO-K1 hM5 cells, Fluo-8 calcium fluorescence; 0% DMSO wells, 100% maximal acetylcholine response. activation, % at 3 µM. actives 0.19% (n = 360,000). AID 624037;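 active = activation above the run's mean over test compounds plus 3 SD, cut at about 23% in these data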;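 note: signal is peak over basal fluorescence ratio across the kinetic read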
Target sequence (P08912 whole entry, looked up): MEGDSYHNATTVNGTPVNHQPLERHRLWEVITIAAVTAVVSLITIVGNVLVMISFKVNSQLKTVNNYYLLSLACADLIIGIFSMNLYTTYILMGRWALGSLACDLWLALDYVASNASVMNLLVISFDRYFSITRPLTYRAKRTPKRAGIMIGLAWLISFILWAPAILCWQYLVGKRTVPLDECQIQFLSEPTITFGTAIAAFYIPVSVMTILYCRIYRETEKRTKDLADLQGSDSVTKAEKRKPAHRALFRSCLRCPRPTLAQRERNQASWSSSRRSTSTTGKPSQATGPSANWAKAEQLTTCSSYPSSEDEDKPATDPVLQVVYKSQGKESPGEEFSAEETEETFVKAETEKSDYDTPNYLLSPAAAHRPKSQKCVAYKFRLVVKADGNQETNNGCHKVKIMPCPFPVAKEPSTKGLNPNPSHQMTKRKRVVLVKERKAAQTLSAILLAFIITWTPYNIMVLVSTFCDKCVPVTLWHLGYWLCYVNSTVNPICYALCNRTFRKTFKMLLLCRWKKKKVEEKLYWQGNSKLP
M5 antag = blocks acetylcholine activation of human M5 receptor; AID 624040; CHO-hM5 cells, Fluo-8 calcium fluorescence, ACh EC80; inhibition, % at 3 µM; actives 0.59% (n = 360,000); P08912;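 active = inhibition above a per-plate cutoff, the mean of that plate's test compounds plus 3 SD, cut at about 27% in these data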;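 note: 0% = acetylcholine EC80 with DMSO and 100% = DMSO without agonist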
CHRM5 PAM = CHRM5 positive allosteric modulation; P08912; CHO-K1 hM5, Fluo-8 calcium, ACh EC20 PAM; 0% = ACh EC20, 100% = ACh EC100; AID 624038; actives 0.3% (n = 360,000); activation, % at 3 µM;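 active = activation above the run cutoff, the mean activation of all test compounds plus 3 SD, cut at about 18% in these data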
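System – CHO-K1 hM5 cells · Compound – 3 µM, single dose · Incubation – compound preincubation 140 s before EC20 acetylcholine addition · Technique – Fluo-8 calcium fluorescence · Measure – Max/basal fluorescence ratio as % of EC20–EC100 ACh window · Benchmarks – low control EC20 acetylcholine (0%), high control EC100 acetylcholine (100%) · Replication – singlicate, one well per test compound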
CHRM1 PAM = potentiates human M1 receptor response to acetylcholine; actives 0.088% (n = 360,000); CHO-K1 hM1, Fluo-8 calcium fluorescence, ACh EC20; 0% = ACh EC20, 100% = maximal ACh; P11229; activation, % at 3 µM; AID 588819; in the data active = activation above about 19%, passing the limit was not always enough
M1 antag = blocks human M1 muscarinic receptor. CHO-K1 hM1, Fluo-8 calcium fluorescence, ACh EC80 antagonist. inhibition, % at 3 µM. actives 1.3% (n = 360,000). AID 588852;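 active = percent inhibition above its own plate's cutoff, namely the mean of that plate's compound wells plus 3 SD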;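 note: peak over basal fluorescence ratio during 140 s after agonist addition; 0% = ACh EC80 plus DMSO and 100% = DMSO alone without agonist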
CHRM4 PAM = potentiates acetylcholine response at human M4 receptor; P08173; CHO-K1 hM4/Gqi5, Fluo-8 calcium fluorescence, ACh EC20; 0% = ACh EC20, 100% = maximal ACh; AID 624126; activation, % at 3 µM; actives 0.4% (n = 360,000);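 active = activation above its plate's cutoff, the mean activation of sample wells plus 3 SD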; note: some results filed as inactive read as strong as hits
M4 ag = agonists of human muscarinic M4 receptor (CHRM4); actives 0.14% (n = 360,000); P08173; CHO-K1 hM4/Gqi5, Fluo-8 calcium fluorescence; vehicle 0%, full acetylcholine response 100%; activation, % at 3 µM;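 active = activation above the run mean over all test wells plus 3 SD, cut at about 32% in these data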;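 note: peak over basal fluorescence ratio per well then scaled between controls; 0% = DMSO wells and 100% = acetylcholine at EC100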
CRFR2-BP ag = CRF-BP/CRF-R2 complex agonism | activation, % at 13.2 µM | AID 588473 | HEK293 CRF-R2/CRF-BP, calcium dye fluorescence (FLIPR); percent of saturating CRF peptide response | actives 0.46% (n = 350,000);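 active = activation of at least 50%, plus an integration ratio under a set limit after plate pattern correction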;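 note: plate controls were neutral control wells without compound for no effect and CRF at EC100 for full effect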
* hit, by the source's call; · = no result given.

The opening 2 records as a preview:
Compound,CHRM4 antagonist,CHRM5 agonist,M5 antag,CHRM5 PAM,CHRM1 PAM,M1 antag,CHRM4 PAM,M4 ag,CRFR2-BP ag
CCSC1=C(C#N)C(c2cccc(Br)c2)CC(=O)N1 (centres undefined),13,1,5,-4,4,0,-1,2,-1.5
CCOC(=O)c1c(N)sc(C(O)(C(F)(F)F)C(F)(F)F)c1-c1ccc(OC)cc1OC,-20,-6,-3,-9,-8,-1,3,4,-11

Main list (from the top)
Compound,CHRM4 antagonist,CHRM5 agonist,M5 antag,CHRM5 PAM,CHRM1 PAM,M1 antag,CHRM4 PAM,M4 ag,CRFR2-BP ag
CCSC1=C(C#N)C(c2cccc(Br)c2)CC(=O)N1 (centres undefined),13,1,5,-4,4,0,-1,2,-1.5
CCOC(=O)c1c(N)sc(C(O)(C(F)(F)F)C(F)(F)F)c1-c1ccc(OC)cc1OC,-20,-6,-3,-9,-8,-1,3,4,-11
CN1CCN(C(=O)CN2C(=O)CC(C)(C)S(=O)(=O)c3ccccc32)CC1,-6,3,9,0,1,-4,12,2,-0.8
O=c1[nH]c2c(s1)C(c1ccccc1)C1C3CCC(C3)C1S2 (centres undefined),12,-8,-5,-2,-7,6,-5,-3,-0.7
CSCCC(NC(=O)c1ccc(C(C)(C)C)cc1)C(=O)OCC(=O)N1CCCC1=O (centres undefined),5,-6,20,-8,-8,14,-4,0,0.2
O=C(CCCCCCCCC(=O)N1CCCCC1)N1CCCCC1,0,5,15,0,-2,-4,-1,2,1.6
CC1(C)SC2C(C(=O)O)N=C(Cc3ccccc3)N2C1C(=O)O (centres undefined),0,4,-8,0,-4,0,0,0,0.7
COc1ccc(NS(=O)(=O)c2cc3c4c(c2)CCN4C(=O)CC3)c(OC)c1,-24,0,0,-2,6,-8,1,3,1.1
COC(=O)C1=C(C)N=C2SCCC(=O)N2C1c1cccs1 (centres undefined),8,-4,-5,1,5,5,-1,0,-1.6
CCCCOCCCNC(=O)c1c(-c2ccccc2)noc1C,9,-2,4,-10,1,4,-2,1,-0.9
N#C/C(=C\c1ccc(N2CCOCC2)o1)c1nc2ccccc2[nH]1,1,8,-3,5,-1,-3,3,4,95*
CCON1C(=O)C(C)(C)N(OCC)C(=O)C1(C)C,-5,-3,-8,12,6,-8,10,1,-0.9
CC1CCN(C(=O)CSc2nnc(CNc3ccc(F)cc3)n2Cc2ccco2)CC1,1,-9,2,0,12,-25,-1,2,-1.9
Cc1cc(Nc2ccc3c(c2)OCCO3)n2ncnc2n1,-3,-2,-5,2,2,2,13,-2,-1.4
CCc1c(C)sc(NC(=O)OC)c1C(N)=O,-7,6,-5,0,12,-10,23,1,-0.6
Fc1ccc(OCCCCN2CCOCC2)cc1,-7,-3,-8,3,5,-9,-5,1,0.8
Cc1cccc([C@H]2[C@@H]3C=CCC[C@@H]3C(=O)N2Cc2ccccc2)c1,-17,-2,-13,4,6,-6,1,-2,-4.2
CCN(Cc1ccccc1)C(=O)CN1C(=O)NC2(CC(C)CC(C)(C)C2)C1=O (centres undefined),-1,-1,-1,-1,3,-4,3,3,-0.5
O=C(c1cc2cc(Cl)ccc2[nH]1)N1CCN(c2ccccc2F)CC1,4,-2,4,0,8,-18,-1,0,-1.1
CC1(C)CC(NC(=O)CSc2ccccc2)CC(C)(C)N1,-21,-7,-7,2,-2,0,15,1,0.2
CCOC(=O)CNC(=O)C1(c2ccccc2)CCCC1,1,-1,-4,2,15,-7,1,1,-1.3
CC(C)c1onc(C(=O)Nc2ccc3c(c2)OCO3)c1[N+](=O)[O-],3,-5,5,0,4,-2,-1,3,-0.3
COC(=O)[C@]1(Cc2ccccc2)N[C@H](CN(C)S(=O)(=O)c2ccc(-c3ccccc3)cc2)[C@@H]2C(=O)N(Cc3ccccc3)C(=O)[C@@H]21,-2,-1,-8,4,2,-2,-1,1,5.4
CC1(C(=O)NS(=O)(=O)c2ccccc2)CCN1C(=O)Cc1cccs1 (centres undefined),-2,0,23,4,-6,13,6,0,·
O=C(NCCOc1ccccc1)c1cc([N+](=O)[O-])ccc1N1CCOCC1,-10,-2,15,-11,3,-2,2,7,17
CCn1nc2cc(C(=O)NCCc3cccs3)ccc2c1OC,2,2,4,2,7,-4,6,3,-1.5
Cc1ccc(C(=O)Cc2nc3ccccc3[nH]2)cc1,-17,-1,6,-1,5,-3,-11,0,-3.6
Cc1ccc(C(=O)OCC(=O)Nc2cc(C(C)(C)C)no2)c(C)c1,-11,-4,3,2,1,-1,16,-1,5.1
Cc1ccc(-c2noc(CCC(=O)Nc3cccc(C#N)c3)n2)cc1,5,4,5,-12,-13,5,-9,8,1.1
COCc1cc(C)nc2sc3c(=O)n(-c4cccc5ccccc45)nnc3c12,7,1,4,-4,13,-15,-1,0,0.1
Cc1csc(=O)n1CCC(=O)OCc1nnc(-c2ccc(Cl)cc2)o1,-14,1,-3,-2,4,-6,1,1,-0.3
Cc1ccc(C)c(-n2sc3ccc(F)cc3c2=O)c1,10,21,8,-5,-4,4,-7,33*,31
Cc1cc(C)n2c(Br)c(CSc3nc4ccccc4s3)nc2n1,0,-1,3,-2,3,-11,-3,2,-2.6
O/N=C(\c1ccc(Cl)cc1Cl)c1ncc(C(F)(F)F)cc1Cl,15,-6,-9,-6,0,-6,3,-1,1.4
CCCCN(CCCC)CC1OCc2ccccc2CO1,-5,-2,0,-4,7,-17,-2,0,9.8
CCCc1nnc(SCc2ccc(C(=O)OC)o2)n1N,-1,0,-1,3,2,1,1,1,0.7
CCCC(=O)N1CCCC1(C)C(=O)Nc1cc(OC)ccc1OC (centres undefined),-4,0,2,-2,10,-14,2,2,·
COc1cc(OC)cc(C(=O)N[C@H](C(=O)OCC(=O)Nc2ccc3c(c2)OCO3)C(C)C)c1,-24,-4,5,1,0,1,3,6,-2.2
Cc1onc(-c2c(Cl)cccc2Cl)c1C(=O)Nc1ccc(C(N)=O)cc1,-7,1,2,2,10,-13,6,8,0.3
O=C(Nc1ccccc1)C1=C[C@H](c2coc3ccccc3c2=O)C[C@H](OCCCCO)O1,-10,0,11,-3,-8,22,9,9,-0.7

A second format for part of the listing above:
> CCCC(=O)N1CCCC1(C)C(=O)Nc1cc(OC)ccc1OC (centres undefined)
  CHRM4 antagonist = -4
  CHRM5 agonist = 0
  M5 antag = 2
  CHRM5 PAM = -2
  CHRM1 PAM = 10
  M1 antag = -14
  CHRM4 PAM = 2
  M4 ag = 2
  CRFR2-BP ag = ·

> COc1cc(OC)cc(C(=O)N[C@H](C(=O)OCC(=O)Nc2ccc3c(c2)OCO3)C(C)C)c1
  CHRM4 antagonist = -24
  CHRM5 agonist = -4
  M5 antag = 5
  CHRM5 PAM = 1
  CHRM1 PAM = 0
  M1 antag = 1
  CHRM4 PAM = 3
  M4 ag = 6
  CRFR2-BP ag = -2.2

> Cc1onc(-c2c(Cl)cccc2Cl)c1C(=O)Nc1ccc(C(N)=O)cc1
  CHRM4 antagonist = -7
  CHRM5 agonist = 1
  M5 antag = 2
  CHRM5 PAM = 2
  CHRM1 PAM = 10
  M1 antag = -13
  CHRM4 PAM = 6
  M4 ag = 8
  CRFR2-BP ag = 0.3

> O=C(Nc1ccccc1)C1=C[C@H](c2coc3ccccc3c2=O)C[C@H](OCCCCO)O1
  CHRM4 antagonist = -10
  CHRM5 agonist = 0
  M5 antag = 11
  CHRM5 PAM = -3
  CHRM1 PAM = -8
  M1 antag = 22
  CHRM4 PAM = 9
  M4 ag = 9
  CRFR2-BP ag = -0.7

More compounds:
Compound,CHRM4 antagonist,CHRM5 agonist,M5 antag,CHRM5 PAM,CHRM1 PAM,M1 antag,CHRM4 PAM,M4 ag,CRFR2-BP ag
COc1ccc([C@H]2CC(=O)C=C(/C=C/Cc3ccccc3)C2)cc1,-3,1,12,-1,9,-6,3,0,-1.1
Cc1cc(C)c(S(=O)(=O)c2ccc(Cl)cc2)c(Cl)n1,-2,-2,6,1,4,1,13,1,-1.0
C/C(=N\NC(=S)NCCc1ccccc1)c1ccc(C#N)cc1,-5,-5,3,-1,-13,19,4,-1,0.1
COC(=O)c1ccccc1NC(=O)Cn1cnc2ccc(S(=O)(=O)N3CCC(C)CC3)cc2c1=O,12,0,-1,2,-7,-5,13,2,0.9
Cc1ccc(C(=O)NNC(=S)NC(=O)c2ccc(Cl)cc2)cc1,33*,98*,18,-30,-38,45*,-17,131*,216*
CC1=CC(C)C(COC(=O)CN2CCCCC2)C(C)C1 (centres undefined),4,-3,17,-2,1,-3,-12,0,0.4
CC1Cc2ccccc2N1C(=S)Nc1ccc(S(N)(=O)=O)cc1 (centres undefined),-3,-3,-3,5,8,-12,-2,0,-0.6
O=C(C1CC1)N1CCC(c2nc(-c3ccc(S(=O)(=O)NCC4CCCO4)cc3)no2)CC1 (centres undefined),-19,6,7,-17,-5,-1,-1,10,12
Cc1c(Cl)cccc1Nc1nc(N)nc(CSc2ncccn2)n1,-7,1,-1,-8,-1,7,2,0,0.2
COCCn1c(=O)[nH]c(=O)c2cc(C(=O)c3cc(OC)ccc3O)cnc21,2,5,-5,6,-1,10,-6,3,2.5
O=C1CSC(=S)N1/N=C/c1ccc(O)c(O)c1O,-2,4,-4,2,9,0,-15,-1,-0.6
O=[N+]([O-])c1ccc(NC(=S)N2CCN(c3ccccc3)CC2)cc1,-6,0,12,-8,-4,4,0,1,0.8
COc1ccc(C2CC(c3ccc(F)cc3)Nc3nc(N)nn32)cc1OC (centres undefined),-6,2,-1,0,4,-9,-3,2,-1.2
COCCn1c(Cc2ccccc2)nnc1SCC(=O)NC1CCCCC1,-11,-2,6,-1,10,-2,-3,1,-0.5
O=c1oc2ccccc2c(NC2CCCCC2)c1NS(=O)(=O)c1ccc(Br)cc1,-11,4,7,-6,-11,17,-12,8,-1.9
O=P(c1ccc2c(c1)OCCO2)(N1CCOCC1)N1CCOCC1,-7,-5,-1,0,2,-13,5,2,1.3

Three structures out of the list, arranged by length of the SMILES, rising:
Compound,CHRM4 antagonist,CHRM5 agonist,M5 antag,CHRM5 PAM,CHRM1 PAM,M1 antag,CHRM4 PAM,M4 ag,CRFR2-BP ag
CCSC1=C(C#N)C(c2cccc(Br)c2)CC(=O)N1 (centres undefined),13,1,5,-4,4,0,-1,2,-1.5
CC1Cc2ccccc2N1C(=S)Nc1ccc(S(N)(=O)=O)cc1 (centres undefined),-3,-3,-3,5,8,-12,-2,0,-0.6
CN1CCN(C(=O)CN2C(=O)CC(C)(C)S(=O)(=O)c3ccccc32)CC1,-6,3,9,0,1,-4,12,2,-0.8

(continued)
Compound,CHRM4 antagonist,CHRM5 agonist,M5 antag,CHRM5 PAM,CHRM1 PAM,M1 antag,CHRM4 PAM,M4 ag,CRFR2-BP ag
O=C(COC(=O)CCC(=O)c1ccccc1)NNC(=O)c1ccc(Cl)cc1,1,-1,-2,1,6,-4,3,0,0.1
CCC(CC)NC(=O)COC(=O)CCC(=O)c1cccs1,-2,0,-2,2,14,-3,7,0,-1.3
CN(C)c1cccc(NC(=O)c2ccc(-c3ccc(F)c(F)c3)c3ccoc23)c1,7,1,-2,-6,3,-6,0,7,·
Cc1ccc(-c2cc(C(=O)N3CC(C)OC(C)C3)c3ccccc3n2)o1 (centres undefined),5,3,3,-3,6,-10,-1,2,-0.1
